# Source: PubChem BioAssay (National Center for Advancing Translational Sciences (NCATS))
# CBFb-RUNX1 inh = qHTS Assay for Compounds Blocking the Interaction Between CBF-beta and RUNX1 for the Treatment of Acute Myeloid Leukemia; 230,000 tested, under 10 active; Runt-related transcription factor 1 (Homo sapiens) + Core-binding factor subunit beta …; AlphaScreen CBFb-His/RUNX1-biotin binding, biochemical; Potency, µM (titrated, usually from 59.8 µM), inactives show at the top dose activity, negative = inhibition, usual class: inhibitors; further: % of control where 0% means no effect
# Target sequence (Q01196 whole entry, looked up): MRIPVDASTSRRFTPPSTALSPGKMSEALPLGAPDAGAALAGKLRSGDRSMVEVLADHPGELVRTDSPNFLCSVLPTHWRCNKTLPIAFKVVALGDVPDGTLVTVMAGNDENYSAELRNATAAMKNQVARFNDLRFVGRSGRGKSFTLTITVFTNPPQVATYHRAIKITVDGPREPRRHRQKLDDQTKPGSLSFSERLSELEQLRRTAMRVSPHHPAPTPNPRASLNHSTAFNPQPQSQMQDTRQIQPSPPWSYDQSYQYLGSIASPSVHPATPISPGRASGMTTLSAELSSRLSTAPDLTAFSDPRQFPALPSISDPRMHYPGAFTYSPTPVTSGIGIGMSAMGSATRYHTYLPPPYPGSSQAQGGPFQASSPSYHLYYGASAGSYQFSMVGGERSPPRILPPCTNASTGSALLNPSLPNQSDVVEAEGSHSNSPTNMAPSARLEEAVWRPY
# Target sequence (Q13951 whole entry, looked up): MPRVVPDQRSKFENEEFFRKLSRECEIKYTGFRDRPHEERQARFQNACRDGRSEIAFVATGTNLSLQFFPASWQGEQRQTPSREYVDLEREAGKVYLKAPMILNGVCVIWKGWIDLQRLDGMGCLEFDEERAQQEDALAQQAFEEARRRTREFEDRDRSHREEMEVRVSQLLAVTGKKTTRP
#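 Room-temperature protein-protein interaction test with 30 nM each of His-tagged CBF-beta and biotinylated RUNX1, 15 min with compound, then 90 min with nickel plus streptavidin beads. Signal read in AlphaScreen mode.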
# Lamin A splicing = qHTS Assay for Modulators of Lamin A Splicing; HeLa LMNA splicing GFP/RFP minigene ratio, 48 h; Potency, µM (top dose mostly 46.1 µM), for inactives: at the top dose ratio change, negative = inhibition, actives largely listed as inhibitors; hit rate 0.01% among 200,000; AID 1487, 2009; active means well fitted inhibition curve with a large enough effect in the signal ratio, with a control signal flat, not every such curve was filed as active; inconclusive means small, poorly fitted or top-dose-only effect, or effect the other way, or a change in a side signal; the % refers to the signal ratio; further: potency means the concentration at half of the fitted maximal effect; on the % scale 0 is the no-effect control and ±100 the full control effect
#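 S3 HeLa stable clones carrying a lamin A-EGFP splicing minigene plus DsRed2 were seeded at 600 cells/well in Opti-MEM with 2% FBS, pin-dosed and incubated 48 h at 37°C. Acumen cytometry (488 nm) gave the GFP/RFP total-intensity ratio.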
# Luc counter = Counterscreen for Luciferase (Kinase-Glo TM) Inhibition; Luciferin 4-monooxygenase (Photuris pensylvanica), Q27757; Kinase-Glo luciferase, ATP luminescence, 8 min; Potency, µM (highest dose often 38.3 µM), inactives show at the top dose activity change, negative = inhibition, hits mostly inhibitors; hit rate 0.28% among 200,000; further: potency means the concentration at half of the fitted maximal effect; on the % scale 0 is the no-effect control and ±100 the full control effect; nearly all actives have a fitted effect of over 60% in size
#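 Light output from Kinase-Glo luciferase with luciferin and 10 uM ATP in 50 mM imidazole pH 7.2, KCl, MgCl2, Tween 20, BSA; compound pin-delivered, 8-min ambient incubation, then luminescence read.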
# HTT cytoprotect = qHTS Multiplex Assay to Identify Dual Action Probes in a Cell Model of Huntington: Cytoprotection (ATP). AID 1471, 2008. hit rate 0.14% among 230,000. PC12 HTT-Q103 induced, cytoprotection, ATP luminescence, 40 h. Potency, µM (highest dose often 56.4 µM), for the others: cytoprotection (ATP increase), hits mostly activators;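 further: potency means the concentration at half of the fitted maximal effect; % of control where 0% means no effect; nearly all actives have a fitted effect of over 45% in size; toxic huntingtin expression switched on by the ecdysone agonist tebufenozide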
#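 Stable PC12 Q103-GFP cells in serum-supplemented, phenol red-free DMEM; induction by tebufenozide at 100 nM final; compound dose series; cell viability quantified luminescently from ATP.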
# SMN2 splice up = qHTS Assay for Enhancers of SMN2 Splice Variant Expression. AID 1458, 2008. HEK293 SMN2-luciferase splicing reporter, luminescence, 30-36 h. hit rate 2.8% among 210,000. Potency, µM (highest dose often 46.1 µM), inactives show top-dose activity change, positive = activation, actives largely listed as activators; further: potency means the concentration at half of the fitted maximal effect; % of control where 0% means no effect; nearly all actives have a fitted effect of over 55% in size
#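 HEK293 cells carry an SMN2 minigene-luciferase reporter in which exon 7 inclusion puts luciferase in frame. Cells were seeded at 2000 cells/well, attached for 10-12 hours, then exposed to compounds for 30-36 hours at 37C before ONE-Glo luminescence.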
# IMPase Li cell = qHTS Assay for Identifying the Cell-Membrane Permeable IMPase Inhibitors: Potentiation with Lithium | hit rate 0.35% among 210,000 | AID 1457, 2008 | CHO-M1 cells, IP1 TR-FRET (IP-One), carbachol + lithium | Potency, µM (doses to about 59.4 µM), inactives show top-dose activity, negative = IMPase inhibition, hits mostly inhibitors;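 further: IP1 builds up when IMPase is blocked and the TR-FRET signal falls; potency means the concentration at half of the fitted maximal effect; plate controls were basal vehicle for no effect and high inhibitor control for full effect; nearly all actives have a fitted effect of over 50% in size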
#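 Test compounds were applied to CHO-M1 cells previously cultured for 16–30 h at 2000 per well. A small lithium amount accompanied them; after 30 min at 37C, IP1 was quantified by TR-FRET.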
# HttQ103 aggreg = qHTS Multiplex Assay to Identify Dual Action Probes in a Cell Model of Huntington: Aggregate Formation (GFP). PC12 HttQ103-GFP aggregates, Acumen cytometry, 40 h. Potency, µM (doses to about 46.1 µM), for inactives: top-dose activity change, negative = inhibition, hits mostly inhibitors. hit rate 1.1% among 220,000; further: potency means the concentration at half of the fitted maximal effect; on the % scale 0 is the no-effect control and ±100 the full control effect; nearly all actives have a fitted effect of over 60% in size
#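 Read-out: GFP aggregate count by laser scanning cytometer (488 nm excitation, 500-530 nm emission, 1–25 µm objects >6 SD above background). Cells: PC12, inducible HTTex1-Q103-GFP, 100 nM tebufenozide; compounds titrated.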
# * = called active by the depositor; ? = inconclusive; / = not tested or not shown; [ ] = remark or other dose. Unless noted, the call rests on the fitted dose curve; in most records, active means well fitted curve in the direction sought with a large enough effect; inconclusive means small, poorly fitted or top-dose-only effect, or another doubt; inactive means no such curve, though single readings can be large; an effect the other way counts as inactive or inconclusive.
# Order of results – CBFb-RUNX1 inh	Lamin A splicing	Luc counter	HTT cytoprotect	SMN2 splice up	IMPase Li cell	HttQ103 aggreg
> CCOC(=O)c1oc2ccccc2c1NC(=O)C(C)(C)C
    15.9%	/	3.3%	-15.7%	10.4%	1.4%	-13.6%
> Cc1cccc(C(=O)c2ccccc2C(=O)O)c1O
    1.1%	-3.8%	-2.1%	-15.8%	12.2%	4.8%[38.3 µM]	-4.2%
> CCn1nc(C)c(Br)c1-c1nc(CS(=O)(=O)c2ccsc2)no1
    -2.7%	/	/	-9.6%[10 µM]	/	/	-13.6%[9.22 µM]
> CC(C(=O)N1CCN(c2ccc([N+](=O)[O-])cc2)CC1)N1C(=O)C2CC=CCC2C1=O (stereo not given)
    13.8%	/	3.1%	-27.0%	-18.4%	2.3%	10.9%
> O=C(NNC(=S)Nc1ccc(F)cc1)c1cccc([N+](=O)[O-])c1
    -2.9%	/	/	14.2%[10 µM]	/	/	1.8%[9.22 µM]
> CC(C)N1CCC2(CC1)N=C(c1ccc3c(c1)OCO3)CC(c1cc(Cl)ccc1O)N2 (stereo not given)
    -9.3%	?	5.0%	10.4%[10 µM]	-23.4%	15.9%	?
> Cc1ccc(-c2c(C)n([O-])c3c([n+]2=O)CCCC3)cc1
    3.2%	/	0.5%	13.0%	-18.2%	-3.9%	20.4%
> O=C(CSc1nc(O)c(Cc2ccccc2)c(=O)[nH]1)Nc1nnc(SCc2ccccc2)s1
    -9.7%	/	/	-6.7%	/	16.6%	19.1%
> COc1ccccc1NS(=O)(=O)c1ccc(Cl)c(NC(=O)CN2C(=O)c3ccccc3C2=O)c1
    -2.9%	-6.0%	-0.2%	1.2%[10 µM]	-9.0%[1.84 µM]	-2.4%	6.6%
> COC(=O)CC1C(=O)NCCN1C(=O)CSc1nnnn1-c1ccc(OC)cc1 (stereo not given)
    5.7%	/	-1.8%	-23.0%	-26.6%	6.6%	-3.0%
> CC(C)(C)[C@@H]1C=C(C(=O)N2CCOCC2)O[C@H](OCc2ccc(CO)cc2)C1
    -3.0%	/	/	9.7%[10 µM]	/	-5.3%	-1.8%[9.22 µM]
> Cc1ccc(NC(=S)N2CCC(O)CC2)c(C)c1
    0.8%	3.7%[9.22 µM]	-2.3%	-6.1%	-4.1%	3.8%	12.7%[9.22 µM]
> CC(=O)/C(=C/N(C)C)C(=O)Nc1ccc(Cl)cc1Cl
    -3.2%	/	-6.4%	-1.0%[10 µM]	-2.0%	12.9%	19.4%
> CCCCC(CC)C/C=C1\CC(C(=O)OCC)Oc2ccccc21 (stereo not given) (tested in a mixture with another compound)
    ?	/	0.9%[39.9 µM]	13.7%	/	7.6%	/
> COc1ccc(-n2c(=O)c(C)nc3cnc(Nc4cccc(OC)c4)nc32)cc1
    /	/	-1.1%	-43.6%[inhibitor]	-15.3%	5.6%	/
> O=C(Cn1c(=S)[nH]c2ccccc21)c1ccccc1
    1.8%	?	2.5%	4.2%[10 µM]	-12.1%	-4.8%	-12.6%
> COCCCNC(=S)N/N=C/c1ccccc1O
    -8.7%	?	/	-11.0%[10 µM]	/	/	1.2%[9.22 µM]
> Cc1ccc(N=C(NOC(=O)c2ccccc2)c2nonc2N)c(C)c1
    -2.4%	0.0%	-2.6%	11.7%	-2.9%	10.9%[38.3 µM]	-11.2%
> COc1ccc(Cl)cc1C(=O)Nc1ccc(S(N)(=O)=O)cc1
    4.1%	/	/	-3.4%[10 µM]	/	/	-3.8%[9.22 µM]
> Cc1ccnc2ccc(P(=O)(c3ccccc3)c3ccccc3)cc12
    -2.3%	7.0%[46 µM]	-1.5%	-43.0%[inhibitor]	-15.8%	13.7%	-8.9%[9.22 µM]
> CC1CN(CCCOc2ccccc2-c2ccccc2)CC(C)O1 (stereo not given)
    3.8%	-10.5%[46 µM]	1.8%	-50.6%[inhibitor]	-18.8%	14.9%	2.2%[9.22 µM]
> COC(=O)c1ccc(N2C(=O)C3CC=CC(C)C3C2=O)cc1 (stereo not given)
    11.6%	0.0%[46 µM]	0.9%	-15.3%	-0.6%	9.9%	-7.0%
> Cc1ccc(C(=O)Nc2cccc(C(=O)NCc3ccco3)c2)cc1
    5.2%	-10.7%	-2.4%	-22.8%	?	27.2%[38.3 µM]	?
> Nc1nc2sc3c(c2c(=O)s1)CCCC3
    -1.1%	14.2%	-1.1%	4.2%[10 µM]	?	-9.9%[38.3 µM]	3.3%
> COC(=O)CCCCCCCC(=O)Nc1nnc(C(F)(F)F)s1
    -4.7%	/	/	-0.2%[10 µM]	/	/	9.1%[9.22 µM]
> CN(C)c1ccc(C(=S)NCc2ccco2)cc1
    -8.6%	10.9%	-1.9%	-14.2%[10 µM]	-15.2%	22.3%[38.3 µM]	6.4%
> CN1C(=O)COc2ccc(C(=O)c3ccccc3C(=O)O)cc21
    18.2%	-7.2%	-0.4%	/	-0.6%	-1.7%	16.0%
> CCn1nc(C(=O)OCC(=O)N2c3ccccc3CC2C)c2ccccc2c1=O (stereo not given)
    12.0%	4.5%	14.1%	-8.2%[10 µM]	5.5%	2.4%[38.3 µM]	12.0%
> Cc1nn(CC#N)c(=O)n1-c1cccc(F)c1
    0.4%	-5.1%	-6.2%	29.6%	18.4%	30.5%[38.3 µM]	7.6%
> Cc1cc(N=Nc2ccc(Cl)cc2)cc(CN2CCOCC2)c1O
    /	?	/	-14.3%[10 µM]	/	/	-11.1%[9.22 µM]
> CCOC(=O)c1ccccc1N1C(=O)CSC1=S
    -3.3%	-3.7%	0.0%	-2.4%[10 µM]	?	12.2%[38.3 µM]	-0.9%
> COc1ccccc1NC(=O)C1CCN(c2ncccn2)CC1
    5.2%	-1.8%	-1.0%	7.3%[10 µM]	-3.2%	-1.6%[38.3 µM]	17.8%
> O=C(NCCN1CCOCC1)c1cnn2c1NC(c1cccs1)CC2C(F)(F)F (stereo not given)
    8.8%	/	0.7%	-30.6%[inhibitor]	-25.6%	1.7%	-3.1%
> CCOc1ccc(C(=O)NNC2CC(=O)N(Cc3ccc(Cl)cc3)C2=O)cc1OC (stereo not given)
    5.6%	/	0.6%	/	?	-1.7%	-6.4%
> CCN1CCN(C(c2nnnn2Cc2ccc3c(c2)OCO3)C(C)C)CC1 (stereo not given)
    1.1%	-7.7%	0.2%	-87.1%[inhibitor][10 µM]	10.5%	4.3%	?
> CCCC1=NN2C(=N)/C(=C\c3cc(C)n(-c4cccc(C)c4)c3C)C(=O)N=C2S1
    6.1%	4.0%	2.5%	/	-8.8%	3.7%	13.4%
> COc1cc2c(cc1OC)-c1cc(NC3CC3)nc(=O)n1CC2
    6.0%	-12.9%	-0.5%	-4.5%	14.1µM*	22.4%[38.3 µM]	-7.2%
> CCCCn1c(=O)c(CCC(=O)OC(C)C(=O)Nc2cccc(Cl)c2Cl)nc2ccccc21 (stereo not given)
    5.2%	1.6%	/	-5.0%[10 µM]	/	/	13.9%
> O=C(Nc1ccccc1F)C1CC1c1ccccc1 (stereo not given)
    9.7%	0.4%	-1.1%	18.5%[10 µM]	-2.1%	2.5%	10.5%
> O=[N+]([O-])c1cc(/C=N/N2CCN(C3c4ccccc4-c4ccccc43)CC2)ccc1Cl
    -2.2%	2.5%	1.8%	?	-12.5%	-4.1%[38.3 µM]	12.1%
> COc1ccc(NCc2nnc(SCC(=O)Nc3cc(C)cc(C)c3)o2)cc1
    6.6%	7.9%	0.7%	-3.3%[10 µM]	-5.9%	41.2%[activator][38.3 µM]	19.2%
> CCOC(=O)CSc1n[nH]c(NC(=O)c2cccc(C)c2)n1
    1.9%	-2.0%	-2.7%	34.0%	7.7%	-11.8%[38.3 µM]	1.0%
> CCc1ccc(NC(=O)c2cc(Br)ccc2Br)cc1
    0.8%	/	-9.6%	9.2%[10 µM]	/	26.5%	1.6%[9.22 µM]
> Cc1cc(C)n(/N=C/c2c[nH]c3ccccc23)c(=O)c1
    -3.4%	-7.5%	2.8%	19.5%	-18.8%	-8.8%[38.3 µM]	0.5%
> Cc1ccc(S(=O)(=O)N2CCC(C(=O)NNC(=O)c3cccnc3)CC2)cc1
    11.5%	/	-1.9%	12.4%[10 µM]	/	1.0%	7.9%[9.22 µM]
> C=CCn1c(-c2ccc3ncccc3c2)n[nH]c1=S
    2.4%	/	/	-57.7%[inhibitor][10 µM]	/	/	-41.9%[9.22 µM]
> CCOc1c(Cl)cnn(-c2ccc(C)cc2)c1=O
    3.2%	1.2%	-7.8%	-49.8%	25.4%	-22.2%[38.3 µM]	-19.8%
> O=C(C1CCCO1)N1CCN(C(=S)Nc2ccccc2F)CC1 (stereo not given)
    6.2%	-1.1%	-1.8%	25.2%[0.074 µM]	14.4%	4.6%	-2.6%
> CC12CCC(C(=O)N(c3ccc(Cl)cc3)C1=O)C2(C)C (stereo not given)
    11.2%	-0.9%	0.7%	19.7%[10 µM]	-10.8%	-6.7%	-2.9%
> O=C(NCc1ccccc1)C1CC(=O)N(c2ccc(OCC(=O)N3CCCC3)cc2)C1 (stereo not given)
    -1.2%	4.1%	2.3%	15.6%[10 µM]	-3.6%	9.0%	7.4%
> CCOC(=O)C(=O)Nc1ccc([N+](=O)[O-])cc1OC
    6.8%	15.1%	1.2%	7.8%[10 µM]	-1.9%	-6.3%	10.6%
> COc1cc2c(cc1OC)C(C(=O)N(C)Cc1ccccc1)C(c1cccnc1)N(C)C2=O (stereo not given)
    -2.2%	/	11.3%	-18.7%	-17.8%	0.8%	-4.7%
> CCOC(=O)C1CCN(C(=O)c2ccc(CNS(=O)(=O)c3ccc(C)cc3)cc2)CC1
    -2.1%	/	/	-30.2%[inhibitor]	/	1.8%	-11.6%
